FXN GAA850 act: activators of GAA850 frataxin (FXN) promoter | 0.56% of 360,000 active | AID 540364 | HEK293 lucGAA850 FXN promoter luciferase reporter, 24 h; percent of 10 µM SAHA response | activation, % at 6 µM;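 active means activation above the average of all compounds screened plus 3 SD, cutoff fixed separately per campaign, cut at about 7.5% in these data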;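 further: 0% = DMSO wells and 100% = 10 µM SAHA wells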
hgDAF12 agonist: activates the H. glycines DAF-12 receptor ligand-binding domain; HEK293 GAL4-hgDAF12 UAS-luciferase reporter, agonist luminescence; normalized to butyrate control; activation, % at 6.8 µM; 1.8% of 370,000 active; AID 687014;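 active means activation above a cutoff set at the mean of all screened compounds plus 3 SD, cut at about 10% in these data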;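 further: 0% = DMSO wells and 100% = sodium butyrate wells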
DAX1 inh-1: inhibits human nuclear receptor DAX1; inhibition, % at 6.75 µM; AID 504766; 0.99% of 340,000 active; HEK293 Gal4-DAX1 luciferase reporter, luminescence; P51843;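 active means inhibition above the mean over all tested compounds plus 3 SD, cut at about 4.2% in these data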;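 further: 0% = DAX1-transfected cells with DMSO and 100% = empty-vector control cells with DMSO; inhibition shows as a rise in luminescence from relieved DAX1 repression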
Target sequence (P51843 207-470 limits assumed): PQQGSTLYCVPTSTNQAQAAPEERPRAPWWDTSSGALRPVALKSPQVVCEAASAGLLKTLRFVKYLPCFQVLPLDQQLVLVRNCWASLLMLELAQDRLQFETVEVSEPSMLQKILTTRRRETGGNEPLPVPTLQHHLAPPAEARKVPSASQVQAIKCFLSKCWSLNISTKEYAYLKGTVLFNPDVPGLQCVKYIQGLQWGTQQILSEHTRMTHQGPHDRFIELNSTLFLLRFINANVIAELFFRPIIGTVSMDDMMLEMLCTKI
hcDAF-12 act: activators of H. contortus DAF-12 nuclear receptor | HEK293 hcDAF-12 lit1-tk-luc reporter, luminescence; 0% DMSO, 100% Δ7-dafachronic acid | activation, % at 6.8 µM | 1.4% of 370,000 active | AID 652067;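 active means activation above the mean of all tested compounds plus 3 SD, cut at about 5.5% in these data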;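 further: 100% = response to 3 µM Δ7-dafachronic acid high control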
HGIII-sPLA2 inh: Inhibits HGIII-sPLA2 liposome hydrolysis, primary screen | Q9NZ20 | QFRET BODIPY PC-A2 liposome hydrolysis, fluorescence | inhibition, % at 12.2 µM | 0.56% of 370,000 active | AID 743126;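 active means inhibition above mean plus 3 SD of compounds lying within the high and low control bounds, cut at about 19% in these data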;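 further: 0% = median of test compound wells and 100% = no enzyme DMSO wells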
Target sequence (Q9NZ20 whole entry, looked up): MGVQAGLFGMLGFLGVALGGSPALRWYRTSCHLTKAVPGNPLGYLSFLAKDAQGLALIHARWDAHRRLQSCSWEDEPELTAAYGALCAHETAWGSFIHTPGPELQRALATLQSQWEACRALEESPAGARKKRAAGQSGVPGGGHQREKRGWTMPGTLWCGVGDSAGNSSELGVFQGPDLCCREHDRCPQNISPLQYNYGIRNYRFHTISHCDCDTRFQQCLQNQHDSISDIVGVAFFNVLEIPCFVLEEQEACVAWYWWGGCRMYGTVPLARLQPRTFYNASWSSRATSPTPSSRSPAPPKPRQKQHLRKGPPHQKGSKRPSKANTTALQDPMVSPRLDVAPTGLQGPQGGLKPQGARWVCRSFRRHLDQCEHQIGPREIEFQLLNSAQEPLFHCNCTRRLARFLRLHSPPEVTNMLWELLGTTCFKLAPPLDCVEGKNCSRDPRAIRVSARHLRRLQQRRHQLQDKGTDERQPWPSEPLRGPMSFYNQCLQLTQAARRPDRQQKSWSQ
ssDAF12 agonist: S. stercoralis DAF-12 activation, primary screen | HEK293 ssDAF-12/GRIP1 lit1-tk-luc reporter, luminescence; % of 3 µM dafachronic acid response | activation, % at 6.8 µM | 1% of 370,000 active | AID 652126;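 active means activation above the mean over all tested compounds plus 3 SD, cut at about 0.9% in these data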;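 further: 0% = DMSO-only wells and 100% = 3 µM delta7-dafachronic acid wells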
NPR1 activator: GC-A (human) enzyme activation. P16066. HEK293 GC-A cells, cGMP TR-FRET, EC30 ANP; 0% at EC30 ANP, 100% saturating ANP. activation, % at 10 µM. 0.14% of 370,000 active. AID 1671463; in the data active means activation above about 40%
KLK7 zymogen act: activates the human kallikrein-7 zymogen; activation, % at 7 µM; purified proKLK7, EDANS-DABCYL substrate fluorescence; 100% is mature enzyme control, 0% vehicle; 0.9% of 370,000 active;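 active means activation above the mean of all tested compounds plus 3 SD, computed per campaign excluding outliers beyond control limits, cut at about 13% in these data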
Target sequence (P49862 whole entry, looked up): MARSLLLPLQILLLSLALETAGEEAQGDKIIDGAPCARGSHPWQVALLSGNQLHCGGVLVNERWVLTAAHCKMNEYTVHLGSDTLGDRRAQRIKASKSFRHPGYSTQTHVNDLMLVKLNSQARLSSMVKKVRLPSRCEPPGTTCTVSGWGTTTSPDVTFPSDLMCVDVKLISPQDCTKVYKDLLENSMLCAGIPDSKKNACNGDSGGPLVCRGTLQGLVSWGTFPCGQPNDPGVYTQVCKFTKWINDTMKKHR
SMARCA2 activ: SMARCA2 function activation, primary screen; 1% of 370,000 active; MG213 cells, MMTV-luciferase reporter, dexamethasone, overnight; activation, % at 9.1 µM; in the data active means activation above about 7.8%;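 further: 0% = vehicle wells and 100% = reference activator wells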
DAX1 inh-2: blocks DAX1 repression of SF-1 activated StAR promoter; HEK293T StAR-luciferase reporter, SF-1/DAX-1 repression relief; inhibition, % at 6.8 µM; 1.1% of 370,000 active; AID 652010;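 active means inhibition above the mean over all tested compounds plus 3 SD, cut at about 3.6% in these data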;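 further: 0% = DAX-1 cells with DMSO and 100% = cells lacking DAX-1 with DMSO; higher inhibition means more luminescence from relief of DAX-1 repression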
NPR2 activator: GC-B (human) receptor activation; P20594; HEK293-GC-B cells, CNP EC30, cGMP TR-FRET; 0% at EC30 CNP, 100% saturating CNP; activation, % at 10 µM; 0.11% of 370,000 active;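 active means activation at 10 µM reaching about 35% in either raw or pattern-adjusted values, limit read from the data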
* hit, by the source's call; nt = no result given; & = joins results of further samples. Compounds were not picked by outcome. Share with any hit: about 6.7%.

nr	SMILES	FXN GAA850 act	hgDAF12 agonist	DAX1 inh-1	hcDAF-12 act	HGIII-sPLA2 inh	ssDAF12 agonist	NPR1 activator	KLK7 zymogen act	SMARCA2 activ	DAX1 inh-2	NPR2 activator
1	CC1CCCCC1NC(=O)CSc1nnc(COc2ccccc2Cl)o1 (stereo unspecified)	1.3	1.0	-0.3	-2.4	3.5	-0.8	4.3	0.6	0.2	0.1	3.6
2	COc1ccc(N2CCN(CCCNC(=O)CN3CCN(Cc4ccccc4C)C3=O)CC2)cc1	-5.9	0.1	-0.8	-1.8	8.2	-1.2	5.5	0.0	0.3	-0.8	-3.3
3	CN(C)S(=O)(=O)c1ccc(Cl)c(C(=O)NNC(=O)Cc2nc3ccccc3n2C)c1	2.8	1.6	0.0	2.6	-7.6	-0.8	1.9	-0.6	-1.1	1.7	2.5
4	CCOC(=O)C1CCCN(CCC(=O)Nc2cc(C)cc(C)c2)C1 (stereo unspecified)	-2.4	1.0	0.5	0.1	-8.9	-1.9	1.5	0.0	-4.1	0.3	3.7
5	COc1ccccc1C(OC(=O)c1ccco1)C(=O)NC(C)(C)C (stereo unspecified)	-0.9	4.3	0.5	-1.9	-0.9	-1.2	-0.8	-0.6	0.0	-0.2	-5.9
6	COc1ccc(NC(=O)n2ncc3c(C)cccc32)cc1	3.6	14.1*	3.6	11.5*	4.5	0.4	12.7	0.4	3.0	2.8	-4.1
7	CCO[C@@H]1OC(C(=O)N2CCOCC2)=C[C@H](c2cn(C(C)=O)c3ccccc23)[C@H]1CCCO	1.0	-0.7	-0.5	-1.9	3.0	-1.4	-0.4	0.5	0.5	0.1	3.6
8	CCOC(=O)c1ccc(NC(=O)c2sc3nc(N4CCOCC4)c4c(c3c2N)CCCC4)cc1	3.7	-0.8	0.7	-1.2	-4.2	-1.3	21.2	0.0	-1.5	0.4	13.0
9	CC(C)COc1cccc(C(=O)N(CC(=O)Nc2ccccc2C(F)(F)F)Cc2ccco2)c1	-0.4	0.0	1.0	0.2	-6.4	-1.4	-1.0	0.1	-3.2	0.7	-1.2
10	CN(C)c1nc(NS(=O)(=O)c2ccc(Cl)cc2)nc(N(C)C)n1	1.2	-1.9	0.3	-1.3	-0.3	-1.7	-0.4	-0.1	6.9	-0.2	2.9
11	Cc1ccc(NC(=O)N2CCN(c3ncccc3C(F)(F)F)CC2)cc1	1.7	-0.5	0.6	-0.6	-7.1	-1.5	-0.5	0.9	0.9	1.2	-5.7
12	O=C(Cn1c(=O)n(CC2CCCO2)c(=O)c2ccccc21)c1ccc(Cl)c(Cl)c1 (stereo unspecified)	0.9	-1.2	0.3	-0.2	0.5	-1.7	1.1	-0.4	1.0	-0.5	-1.5
13	NC(=O)c1ncn([C@@H]2O[C@H](C(=O)O)[C@@H](O)[C@H]2O)n1	nt	1.3	nt	-0.4	3.0	-1.2	1.3	0.5	-1.1	0.3	5.1
14	Cc1ccc(OCc2cc(C(=O)N(C)Cc3cnn(C)c3)no2)cc1C	1.4	5.3	0.0	0.0	-0.1	-1.0	6.4	0.4	2.0	1.2	-1.5
15	COc1ccc(NC(=O)CSc2ncnc3scc(-c4ccc(C)cc4)c23)cc1OC	nt	3.0	nt	-3.6	-1.8	-1.5	3.0	-0.2	-2.4	-1.6	1.2
16	O=C(/C(=C/O)N=Nc1ccccc1)c1ccc(Cl)cc1	1.9	-1.6	-0.5	-1.7	2.9	-1.4	0.3	-0.5	6.6	-0.6	-4.7
17	Cc1ccc2cc(CN(CCO)Cc3nnnn3Cc3ccc(F)cc3)c(=O)[nH]c2c1	-1.5	0.7	-1.7	-0.4	7.1	-1.2	0.0	1.7	-3.2	-0.4	5.9
18	OC1OC2COC(c3ccccc3)OC2C(O)C1O (stereo unspecified)	nt	-1.9	nt	-1.4	1.8	-0.6	-1.3	0.1	2.1	0.8	0.9
19	CCCN(CCC)C(=O)Cn1c(=O)n(CCC(=O)NCCc2ccccc2)c(=O)c2ccccc21	1.6	-2.1	-0.8	-1.0	5.1	-1.4	-3.7	-0.2	0.4	1.5	-3.0
20	Cc1ccc(CNC(=O)CSc2nc3c(sc4ccccc43)c(=O)n2CCCN2CCCC2)cc1	2.5	0.3	1.0	0.7	-18.0	-0.8	-16.6	-2.0	1.6	3.3	-2.0
21	C=CCn1c(COc2ccccc2)nnc1SCC(=O)Nc1ccc(Oc2ccccc2)cc1	nt	3.0	nt	-3.0	-13.4	-1.3	-1.9	-0.2	-1.6	0.2	6.4
22	CC(C)(C)[C@H]1C=C(C(=O)N2CCOCC2)O[C@@H](OCc2ccc(CO)cc2)C1	1.4	-1.5	1.7	-0.6	3.4	-1.1	1.0	0.9	-0.2	0.1	5.1
23	Cc1ccc(C2/C(=C(\O)c3ccc4c(c3)OCCO4)C(=O)C(=O)N2CC2CCCO2)cc1 (stereo unspecified)	2.5	0.3	0.7	-1.4	3.4	-1.2	4.0	-0.2	-2.0	1.1	-4.2
24	CCOC(=O)N1CCN(C(=O)COC(=O)c2ccccc2NCCO)CC1	-1.5	2.9	-0.6	0.6	9.3	0.2	2.3	24.9*	-2.1	-0.8	-2.0
25	Cn1cc(CCCC(=O)NCc2ccc(F)cc2)c2ccccc21	0.7	-1.6	-1.9	-2.8	-4.4	-1.1	-0.7	-0.2	-4.1	0.6	-2.2
26	COc1cccc(NC(=S)NC2CC3CCCC(C2)N3CC(C)C)c1 (stereo unspecified)	1.4	-1.3	2.4	-1.2	14.6	-1.2	0.3	0.0	0.2	-0.3	-2.3
27	COc1ccc(C2CC(C(F)(F)F)n3ncc(C(=O)Nc4cccc(O)c4)c3N2)cc1OC (stereo unspecified)	2.2	-3.4	-1.5	-2.6	-25.9	-1.4	-1.8	0.1	2.1	-0.6	5.5
28	COc1cccc(/C=N/n2c(-c3ccco3)nc3ccccc3c2=O)c1	-0.6	1.4	-0.4	-0.3	1.0	-0.9	5.5	0.2	0.4	-0.6	7.3
29	O=C(c1ccc(F)cc1)N1CCN(S(=O)(=O)c2ccc3c(c2)OCCO3)CC1	0.3	-1.6	-0.6	1.5	6.4	-1.6	1.5	-0.3	-6.4	-1.0	-1.3
30	CCN(CC)S(=O)(=O)c1cccc(C(=O)Oc2cccc(NC(=O)c3cccs3)c2)c1	-2.0	1.1	2.4	2.0	-28.0	-1.0	-5.6	0.5	-1.7	1.0	2.3
31	Cc1cc(Br)ccc1NC(=O)CN(C)C(=O)CSCc1ccccc1	-0.2	-1.1	0.0	-1.4	-5.7	-1.1	0.7	0.0	2.1	-0.7	0.6
32	CC(=O)N(Cc1cccnc1)Cc1cc2ccc(C)cc2[nH]c1=O	0.5	-1.0	2.8	1.7	-1.1	0.4	-4.6	0.5	2.4	0.1	-2.8
33	CCC(NC(=S)NC1CCCCC1)c1ccc(C(C)C)cc1 (stereo unspecified)	-2.8	-3.2	-0.8	-1.1	0.9	-1.1	0.5	-0.3	-2.9	-2.9	3.0
34	Cc1ccc(C(C(=O)NC2CCCCC2)N(C(=O)Cc2c[nH]c3ccccc23)c2ccccc2)o1 (stereo unspecified)	0.5	4.0	0.6	2.1	-56.7	-0.9	-13.3	-0.1	-1.4	-0.3	-14.1
35	O=[n+]1cc(-c2ccc(Cl)cc2)n([O-])c2c1CCC2	-2.2	1.6	1.0	-1.6	2.5	-1.0	0.0	0.6	-1.1	0.1	2.0
36	Cc1ccc2nc3c(c(Nc4ccc(O)cc4)c2c1)CCC3	0.4	-1.5	-1.3	-2.6	-1.8	-0.9	-29.4	-0.1	-3.6	0.2	-8.9
37	COc1ccc(Br)cc1S(=O)(=O)NCCc1cccs1	-1.9	-1.1	-0.3	-0.3	-17.1	-1.1	-9.9	0.1	-0.4	1.5	-10.1
38	CCCC1(c2ccccc2)NC(=O)N(CC(=O)Nc2sc(-c3ccccc3)cc2C(=O)OCC)C1=O (stereo unspecified)	1.1	0.3	-0.8	-0.3	2.9	-0.8	-1.5	-0.2	1.1	0.3	2.7
39	CN(Cc1cccc2cnccc12)C(=O)c1cc(COc2ccc(F)cc2F)on1	0.3	-4.6	-1.0	-4.7	-13.5	-1.9	6.9	-0.5	-3.5	-7.3	2.5
40	O=C(COC(=O)c1nc(Cl)ccc1Cl)c1ccc(Cl)s1	0.2	2.4	-0.1	1.7	-8.1	-0.8	-0.3	0.5	-4.0	0.2	-4.5
41	NC(=O)NC(CC(=O)NCCc1ccccn1)c1ccccc1Cl (stereo unspecified)	0.8	0.8	1.4	2.9	5.5	-0.3	-4.6	-0.9	-5.0	-0.5	-2.1
42	O=C(NC1CCC1)c1ccc(C#CC2CC2)cn1	nt	14.1*	nt	1.6	8.8	0.9	0.8	0.7	1.3	3.1	6.0
43	COc1ccc(Oc2ccc(N/C=C3/CCCC3=O)cc2)cc1	-0.3	2.7	0.2	-0.2	-10.3	-1.6	1.9	0.3	-1.4	-0.4	-4.0
44	O=S(=O)(NN1CCOCC1)c1ccc(Br)s1	0.1	0.4	-1.0	-0.1	9.8	-0.7	2.6	0.2	-2.1	-0.5	-2.3
45	COc1ccc(-n2c(SCC(=O)Nc3cc(C)on3)nc3ccccc3c2=O)cc1Cl	-1.0	-1.4	-0.2	0.1	5.3	-0.8	13.9	0.4	-2.4	-0.6	-3.1
46	Cc1ccc(CSc2nn3c(=O)c(C)nnc3s2)cc1	-0.6	1.2	2.0	0.6	3.2	-1.3	1.7	-0.5	8.6*	0.1	2.0
47	Cc1cccc(-n2nnnc2SCC(=O)N(CC(C)C)c2c(N)n(CC(C)C)c(=O)[nH]c2=O)c1	-1.3	-0.8&2.2	-0.7	1.1&0.6	-1.7&5.2	-1.2&-1.8	-4.3&1.6	0.3&0.5	-3.2&-3.0	0.0&-1.3	-2.1&1.4
48	Cc1c(OCC(=O)NCCCN2CCOCC2)ccc2c3c(c(=O)oc12)CCC3	0.4	-0.2	0.4	-0.8	3.6	-1.0	0.4	-0.5	1.0	-0.6	0.1
49	Cc1no[n+]([O-])c1COc1ccc(/C=C(\C#N)C(N)=O)cc1	-0.4	1.2	2.7	-0.5	-0.6	0.1	-1.6	0.1	-3.2	-1.0	-3.5
50	COC(=O)[C@]12C[C@H](CC(=O)NCCCN3CCCC3=O)C(=O)N(Cc3ccc(Cl)cc3Cl)C1=C[C@H](COCc1ccccc1)O[C@@H]2C	nt	-0.1	nt	-3.0	-14.9	-1.1	-3.9	0.9	-3.8	-1.3	6.4

SMARCA2 activ: entries above that show a hit
item	mol	DAX1 inh-1	hcDAF-12 act	HGIII-sPLA2 inh	ssDAF12 agonist	NPR1 activator	KLK7 zymogen act	SMARCA2 activ	DAX1 inh-2	NPR2 activator
46	Cc1ccc(CSc2nn3c(=O)c(C)nnc3s2)cc1	2.0	0.6	3.2	-1.3	1.7	-0.5	8.6*	0.1	2.0

Source: PubChem
